Screening data deposited in PubChem BioAssay by Sanford-Burnham Center for Chemical Genomics.
SIAH1 antagonists – blockers of Siah-1 interaction with plectin peptide – biochemical, fluorescence polarization, rhodamine-plectin, uHTS, primary screen (AID 1817); Siah-1 / rhodamine-plectin peptide fluorescence polarization; higher % means a stronger effect; displacement, % at 20 µM; hits with a dose series show IC50 in µM; actives 0.02% (n = 290,000);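 active = displacement of at least 50% at 20 µM, with a fluorescence ratio check between 0.3 and a set limit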;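 also: plate controls were Siah plus tracer with DMSO for no effect and tracer alone without Siah for full effect; strong numbers were not always called active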
KOR beta-arrestin-1 – kappa opioid receptor activators – cell-based, luminescence, uHTS, primary screen (AID 1777). KOR beta-arrestin recruitment, luminescence; higher % means a stronger effect. activation, % at 10 µM; hits with a dose series show EC50 in µM. actives 0.02% (n = 280,000); in the data active = activation above about 50%, passing the limit was not always enough; also: a part of the inactive calls stands beside numbers as strong as those of hits
KOR beta-arrestin-2 – KOR antagonists, beta-arrestin recruitment, cell-based, luminescence, uHTS (AID 1778); inhibition, % at 10 µM, or IC50 in µM where a hit was titrated; KOR beta-arrestin recruitment, luminescence, antagonist mode; higher % means a stronger effect; actives 0.091% (n = 290,000); in the data active = inhibition above about 50%; also: strong numbers were not always called active
AID2073 – inhibitors of Mint1-CaV2.2 protein interaction, biochemical, HTRF (AID 2073) | HTRF protein-protein interaction, Mint1-CaV2.2; higher % means a stronger effect | actives 0.19% (n = 290,000) | inhibition, % at 20 µM, or IC50 in µM where a hit was titrated; in the data active = inhibition mostly above about 51%, no sharp cut-off; also: some results filed as inactive read as strong as hits
GPR55 activation – GPR55 agonists via beta-arrestin recruitment, primary screen, imaging, U2OS cells, beta-arrestin-GFP redistribution (AID 1961); U2OS GPR55 beta-arrestin-GFP redistribution imaging; higher % means a stronger effect; actives 0.048% (n = 290,000); activation, % at 10 µM; hits with a dose series show EC50 in µM;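 active = activation above 40% with more than 50 cells counted in the well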;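 also: U2OS osteosarcoma cells stably expressing GPR55 and beta-arrestin-GFP; plate controls were DMSO negative control for no effect and LPI positive control for full effect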
GPR55 LPI antagonism – GPR55 antagonists blocking LPI-driven arrestin recruitment, primary screen, imaging, U2OS, beta-arrestin-GFP, LPI agonist (AID 2013); U2OS GPR55 beta-arrestin-GFP translocation imaging, LPI antagonism; higher % means a stronger effect; inhibition, % at 10 µM, or IC50 in µM where a hit was titrated; actives 0.13% (n = 290,000);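 active = spots per cell inhibited over 60%, with over 100 cells counted and total cytoplasm intensity under 500,000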;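 also: U2OS cells stably carrying GPR55 and arrestin-GFP stimulated by 5 µM LPI near EC80; imaged beta-arrestin-GFP aggregate spots per cell after agonist stimulation; plate controls were LPI-stimulated DMSO wells for no effect and DMSO wells without LPI for full effect; some results filed as inactive read as strong as hits; confirmed hits need IC50 under 10 µM and bright autofluorescent wells are also inconclusive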
HIV fusion peptide – inhibitors of HIV fusion peptide binding, primary screen, biochemical, uHTS, fluorescence dequenching (AID 1986) | inhibition, % at 20 µM, or IC50 in µM where a hit was titrated | cell-free peptide binding, fluorescence dequenching, 30 min; higher % means a stronger effect | actives 0.3% (n = 290,000); in the data active = inhibition mostly above about 52%, no sharp cut-off; inactive = mostly below about 76%; also: some results filed as inactive read as strong as hits
NOD1 NF-kB reporter – inhibition of NOD1-driven NF-kB reporter – cell-based, luminescence, uHTS, primary screen (AID 1578); actives 1% (n = 290,000); inhibition, % at 4 µM; hits with a dose series show EC50 in µM; NOD1-driven NF-kB luciferase reporter cells, luminescence; higher % means a stronger effect; in the data active = inhibition mostly above about 36%, no sharp cut-off; inactive = mostly below about 34%;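 also: HEK-293T reporter cells stimulated with the NOD1 agonist gamma-tri-DAP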
GPR35 antagonists – inhibition of zaprinast-stimulated GPR35 beta-arrestin translocation – imaging, U2OS, beta-arrestin-GFP, zaprinast agonist, primary screen (AID 2058). U2OS GPR35 beta-arrestin-GFP translocation imaging, zaprinast antagonism; higher % means a stronger effect. inhibition, % at 10 µM, or IC50 in µM where a hit was titrated. actives 0.052% (n = 290,000);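 active = inhibition of at least 50% with at least 30 cells and total cytoplasm GFP at most 10,000,000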
Active calls of the source: *; . = no result given; [ ] = dose if it differs, or a comment. Not all compounds are listed; rates above refer to the full screens.

SMILES	SIAH1 antagonists	KOR beta-arrestin-1	KOR beta-arrestin-2	AID2073	GPR55 activation	GPR55 LPI antagonism	HIV fusion peptide	NOD1 NF-kB reporter	GPR35 antagonists
O=C(NCc1cccnc1)c1ccccn1	-0.5%	-4.5%	33.5%	9.9%	0.2%	18.0%	-2.4%	-4.4%	-5.0%
O=C1c2ccccc2NC(c2ccccc2O)N1NS(=O)(=O)c1ccccc1 (configuration not stated)	2.4%	-7.0%	6.1%	20.2%	-0.4%	12.4%	-1.9%	-12.5%	-17.4%
O=C(CCN1C(=O)/C(=C/c2ccc(F)cc2)SC1=S)NC1CCS(=O)(=O)C1 (configuration not stated)	3.8%	-1.1%	-20.0%	2.9%	0.1%	4.7%	-1.2%	-6.6%	30.9%
c1ccc(-c2nnc(-c3c[nH]c4ccccc34)nc2-c2ccccc2)cc1	1.1%	-0.3%	-29.4%	9.0%	0.0%	16.6%	-2.6%	-2.4%	-19.0%
C/C(=N\NC(=O)c1nnn(-c2nonc2N)c1CN1CCOCC1)c1ccc(CC(C)C)cc1	2.5%	2.5%	-16.2%	3.4%	-0.1%	15.6%	1.6%	-26.2%	-7.2%
Cc1cccc2cc(C#N)c(NCCNC(=S)NCCCN3CCOCC3)nc12	-2.0%	-2.7%	-16.2%	-25.0%	0.1%	0.9%	-1.0%	18.6%	1.2%
Cc1cccc(-c2noc(CCCC(=O)Nc3cccnc3)n2)c1	-2.6%	5.0%	-38.1%	8.0%	-0.2%	-18.4%	0.7%	-0.1%	-0.1%
CC(=O)c1cccc(NC(=O)N2CCC(NC(=O)C34CC5CC(CC(C5)C3)C4)CC2)c1	9.1%	2.8%	-12.8%	0.2%	-1.0%	14.6%	4.2%	-17.1%	3.5%
C=CCc1cccc(C=Nc2cccn3cc(-c4ccccc4)nc23)c1O	-4.1%	0.6%	10.4%	28.1%	0.0%	15.4%	1.5%	-19.0%	-17.2%
O=C(Cc1ccccc1)NC1c2ccccc2-c2ccccc21	8.0%	2.5%	-5.1%	6.1%	-0.1%	-12.3%	1.2%	-4.3%	-5.2%
CC(=O)NC(CCS(C)(=O)=O)C(=O)Nc1ccc(Cl)c(Cl)c1 (configuration not stated)	6.3%	-2.9%	-2.4%	-6.2%	0.5%	7.8%	-2.0%	-12.5%	-7.7%
O=C(/C=C/c1ccc(Cl)cc1)NC(=S)Nc1ccccc1C(=O)O	30.2%	2.2%	-19.3%	-6.2%	-0.2%	-7.7%	56.1%	7.8%	-5.1%
Cc1cccc(N/C(N)=N/c2nc(C(F)(F)F)cc(=O)[nH]2)c1C	0.0%	3.4%	-16.7%	1.6%	0.1%	-28.7%	-1.2%	26.2%	-0.2%
O=C(COC(=O)C1CCCCC1)Nc1ccc(N2CCCCC2)cc1	-2.6%	0.7%	12.6%	-1.4%	-0.2%	0.4%	1.1%	45.0%	7.4%
CCN(CC)CC(=O)Nc1ccccc1SCC(=O)Nc1ccsc1C(=O)OC	-1.5%	0.5%	21.2%	-4.0%	0.3%	17.2%	1.4%	-43.8%	5.7%
CCOc1cc(C(N)=O)cc(Cl)c1OCC	4.5%	-3.1%	-14.4%[20 µM]	4.4%	0.2%	10.9%	0.5%	25.1%	-7.3%
CC(C)(C)c1ccc(NC(=O)COC(=O)c2ccc(NS(=O)(=O)c3ccc(F)c(F)c3)cc2)cc1	9.2%	-4.0%	2.9%	8.2%	0.3%	12.8%	21.5%	-2.0%	7.0%
Cc1ccc(SCC(=O)c2ccc[nH]2)cc1	-3.3%	0.4%	11.0%	0.8%	0.3%	9.6%	-1.2%	-52.3%	0.9%
COc1cccc(C(=O)N/N=C(\C)CC(=O)Nc2ccc(N(C)C)cc2)c1	5.4%	1.2%	-4.8%	-3.4%	0.2%	1.1%	0.7%	-13.8%	0.7%
Cc1ccc(S(=O)(=O)NNC(=O)C2CCN(Cc3ccccc3)CC2)cc1	5.8%	-2.1%	-21.0%	9.8%	-0.2%	10.5%	-1.3%	-27.4%	2.6%
CCN(CC(=O)Nc1ccc2c(c1)OCCO2)C(=O)C1CCCCC1	0.9%	2.8%	-11.9%	1.8%	-0.2%	8.2%	-0.2%	-18.3%	9.6%
COc1ccc(CCNC(=O)CSc2nnc(CNC(=O)c3cc(OC)c(OC)c(OC)c3)o2)cc1OC	2.7%	4.9%	-5.0%	-3.1%	0.0%	-2.0%	0.0%	-66.6%	2.3%
S=c1[nH]nc(-c2cc(-c3ccccc3)n[nH]2)n1/N=C/c1ccc(Br)s1	14.2%	.	-29.0%	-24.2%	-0.2%	0.4%	2.7%	-8.6%	16.6%
COc1ccc(N2CCN(C(=O)Cn3ncc4c([nH]c5ccccc54)c3=O)CC2)cc1	-1.5%	2.2%	-34.3%	19.8%	0.7%	-7.0%	-0.6%	-1.2%	7.5%
O=C(NC1CCCCC1)c1cc(-c2ccccc2Cl)on1	-0.5%	-2.0%	24.2%	5.1%	0.3%	-7.6%	0.2%	3.4%	12.8%
O=C(CSc1ncn[nH]1)Nc1ccc2c(c1)CCC2	4.3%	-1.4%	.	-0.3%	-0.4%	0.9%	0.3%	16.8%	-9.7%
O=C(CCN1CCN(C(=O)c2ccco2)CC1)Nc1ccc(F)cc1	2.5%	0.9%	35.1%	-5.2%	0.4%	-4.4%	-1.2%	-29.5%	-4.9%
Nc1nonc1-n1nnc(C(=O)N/N=C/c2ccc(Cl)cc2)c1-c1ccc2c(c1)OCO2	2.5%	-1.1%	-9.6%	5.6%	-0.1%	10.8%	1.9%	-15.1%	-6.6%
CCC(=O)NC(=S)NNC(=O)c1ccccc1[N+](=O)[O-]	-2.2%	-5.0%	7.8%	23.5%	-0.3%	-2.1%	-2.3%	-36.6%	4.8%
O=C(/C=C/c1ccccc1[N+](=O)[O-])N1CCN(C(=O)c2ccco2)CC1	-1.1%	4.3%	-29.4%	8.7%	-0.6%	-6.7%	-1.1%	-32.6%	4.1%
COCCN(C(=S)Nc1ccc(OC)cc1)C(C)c1cccs1 (configuration not stated)	6.8%	-3.1%	12.5%	-15.6%	-0.2%	7.2%	0.5%	-26.6%	-5.9%
CCOC(=O)N/N=C(\C)c1ccc(C)c([N+](=O)[O-])c1	3.1%	-2.6%	-33.6%	-9.8%	-0.2%	-6.5%	-2.4%	-11.4%	11.5%
Cc1cccc(C(=O)NNC(=O)c2ccco2)c1	6.0%	3.3%	12.3%	-4.8%	0.8%	14.4%	1.2%	-15.8%	-1.8%
O=C(C1CC1)N1CCc2cc(Br)cc(S(=O)(=O)NCCCN3CCCCC3)c21	-1.9%	-0.5%	-36.7%	-1.7%	-0.1%	1.6%	1.2%	-3.2%	11.8%
Cn1nc(C(F)(F)F)c(/C=N/OC(=O)c2ccccc2)c1SCc1ccccc1Cl	0.3%	-0.5%	-36.4%	-3.6%	-0.3%	20.1%	0.6%	-24.6%	13.2%
CCNC(=O)Nn1c(C)nnc1C	-3.2%	2.0%	-77.5%	0.1%	-0.1%	-11.6%	0.0%	9.6%	-1.5%
O=c1c2nnn(Cc3ccc(Cl)cc3)c2ncn1Cc1ccc(F)cc1	-2.7%	-3.6%	12.5%	5.7%	-0.2%	-0.7%	-1.1%	-20.7%	18.9%
OC1CCN(Cc2ccc(OCc3ccccc3)cc2)CC1	-1.4%	-2.4%	0.6%[20 µM]	5.4%	-0.2%	8.0%	-1.0%	-37.7%	-15.3%
Cn1c(SCC(=O)Nc2ccccc2-c2ccccc2)nnc1-c1ccco1	0.3%	2.2%	-5.7%	-3.8%	0.7%	-2.7%	0.0%	-12.1%	22.1%
COC(=O)C(C)N1C(=O)S/C(=C\c2cc(C)n(-c3ccccn3)c2C)C1=O (configuration not stated)	0.0%	-4.0%	1.0%	-1.2%	-0.1%	-6.7%	-1.2%	-32.0%	11.4%

Of the compounds above, these have bromine.
SMILES	SIAH1 antagonists	KOR beta-arrestin-1	KOR beta-arrestin-2	AID2073	GPR55 activation	GPR55 LPI antagonism	HIV fusion peptide	NOD1 NF-kB reporter	GPR35 antagonists
S=c1[nH]nc(-c2cc(-c3ccccc3)n[nH]2)n1/N=C/c1ccc(Br)s1	14.2%	.	-29.0%	-24.2%	-0.2%	0.4%	2.7%	-8.6%	16.6%
O=C(C1CC1)N1CCc2cc(Br)cc(S(=O)(=O)NCCCN3CCCCC3)c21	-1.9%	-0.5%	-36.7%	-1.7%	-0.1%	1.6%	1.2%	-3.2%	11.8%

Additional compounds follow:
SMILES	SIAH1 antagonists	KOR beta-arrestin-1	KOR beta-arrestin-2	AID2073	GPR55 activation	GPR55 LPI antagonism	HIV fusion peptide	NOD1 NF-kB reporter	GPR35 antagonists
O=C(N/N=C/c1sc(N2CCOCC2)nc1-c1ccccc1)c1ccc(O)cc1	0.5%	-4.8%	-34.1%[20 µM]	-8.5%	-0.1%	-8.1%	-0.3%	-49.3%	-6.6%
Cc1ccc(C(=O)N/C(=C\c2ccccc2)C(=O)NCc2cccnc2)cc1	-1.9%	-4.5%	-8.1%[20 µM]	3.8%	0.0%	-0.4%	-1.0%	-14.5%	5.3%
O=C(Nc1ccccc1)c1cccc(N2C(=O)C3C4CC(C(Br)C4Br)C3C2=O)c1 (configuration not stated)	-1.5%	13.0%	-17.8%	7.2%	-0.1%	4.5%	0.3%	-7.8%	-8.1%
CSc1ncc(Cl)c(C(=O)Nc2ccc(S(=O)(=O)N3CCOCC3)cc2)n1	-4.8%	3.1%	5.7%	10.2%	-0.1%	29.9%	-0.4%	-15.6%	-2.4%
COc1ccccc1NC(=O)CCSc1nnc(-c2ccc(O)cc2)o1	13.4%	3.1%	-9.0%	-13.1%	-0.4%	-3.1%	1.2%	-52.6%	-4.0%
COCCCNC(=O)c1ccc(Cn2c(=O)c3ccccc3n(Cc3ccccc3C#N)c2=O)cc1	-0.8%	2.1%	.	-0.7%	0.0%	36.5%	-0.7%	11.8%	18.5%
Cc1ccc(-c2nc(=S)c3c(n2CCN2CCOCC2)CC(C)(C)OC3)cc1	-2.3%	6.7%	-29.1%	-0.2%	-0.1%	-0.9%	0.9%	-25.9%	-6.4%
O=C(CN(C(=O)CCC(=O)Nc1ccccn1)C1CCCC1)NCc1ccc(F)cc1	0.7%	0.1%	-3.0%	4.3%	-0.2%	-7.4%	1.7%	-7.8%	-3.0%
CCn1c(=O)cc(OCC(=O)N2CCCC2)c2ccccc21	0.2%	-7.7%	27.7%	-6.0%	0.3%	-1.4%	-2.8%	-16.6%	-10.3%
O=C(c1cccc(COCC(F)(F)C(F)F)c1)N1CCN(c2ccccc2)CC1	1.0%	6.2%	-15.0%	-12.8%	-0.1%	-3.2%	-2.0%	-13.3%	0.0%
Cn1cc(CNC(=O)C2CCCCC2)cn1	11.7%	-1.9%	-22.0%	-9.6%	0.6%	-11.9%	3.3%	0.1%	10.2%
COc1cc(C(=O)Nc2ccc3c(c2)N(C(=O)CN2CCN(C)CC2)c2ccccc2CC3)cc(OC)c1OC	-4.5%	7.2%	-10.8%	-7.2%	0.2%	8.9%	0.2%	-12.1%	-2.7%
